Bioassay records as filed in PubChem BioAssay.
APJ antag – APJ receptor antagonism. P35414. CHO-K1 APJ beta-arrestin complementation, luminescence. inhibition, % at 20 µM. 0.32% of 330,000 active;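 active means inhibition above about 40% at 20 µM, limit read from the data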;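 further: cells challenged with 10 nM apelin-13 agonist together with compound; plate controls were apelin-13 plus DMSO wells for no effect and DMSO wells lacking apelin-13 for full effect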
UPR XBP1 act – activators of adaptive arm of unfolded protein response (XBP1); CHO-XBP1 luciferase reporter, IRE1-XBP1 UPR activation, luminescence; percent of tunicamycin response, DMSO as zero; activation, % at 20 µM; 0.33% of 330,000 active; AID 463104;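 active means versus positive control, 20 µM dose yields 30% or more activation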;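 further: 100% = tunicamycin at 10 µg/mL and 0% = DMSO only wells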
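Assay system: CHO-XBP1 luciferase reporter cells; Schedule: 6 h treatment, 37 °C; Detection: glow luminescence from Steady-Glo reagent; Benchmarks: high control tunicamycin 10 µg/mL final, low control DMSO vehicle only.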
UPR CHOP act – apoptotic UPR (CHOP) activation; CHO-CHOP luciferase reporter, luminescence; percent of tunicamycin response over DMSO baseline; activation, % at 10 µM; 0.34% of 330,000 active; AID 449763;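 active means at 10 µM dose, activation of 40% or more, normalized to positive control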;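 further: 100% = tunicamycin at 10 µg/mL and 0% = DMSO alone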
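Test system: CHO-CHOP cells, stable luciferase reporter of PERK-eIF2a-CHOP signalling | Quantity: 500 CHO-CHOP cells per well | Buffer or medium: F12 plus 10% serum | Compound dosing: 10 µM single point, 0.5% DMSO | Schedule: 6 h compound treatment, 37 °C | Signal: Luciferase luminescence | Control set: Tunicamycin high control, DMSO low control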
Mdm2 MdmX PPI – disrupts the human Mdm2-MdmX interaction; O15151+Q00987; inhibition, % at 8 µM; SaOS-2 split-luciferase Mdm2/MdmX complementation, luminescence; 3% of 330,000 active; AID 485346;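 active means inhibition of at least 50% at 8 µM in the primary screen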
Target sequence (O15151 whole entry, looked up): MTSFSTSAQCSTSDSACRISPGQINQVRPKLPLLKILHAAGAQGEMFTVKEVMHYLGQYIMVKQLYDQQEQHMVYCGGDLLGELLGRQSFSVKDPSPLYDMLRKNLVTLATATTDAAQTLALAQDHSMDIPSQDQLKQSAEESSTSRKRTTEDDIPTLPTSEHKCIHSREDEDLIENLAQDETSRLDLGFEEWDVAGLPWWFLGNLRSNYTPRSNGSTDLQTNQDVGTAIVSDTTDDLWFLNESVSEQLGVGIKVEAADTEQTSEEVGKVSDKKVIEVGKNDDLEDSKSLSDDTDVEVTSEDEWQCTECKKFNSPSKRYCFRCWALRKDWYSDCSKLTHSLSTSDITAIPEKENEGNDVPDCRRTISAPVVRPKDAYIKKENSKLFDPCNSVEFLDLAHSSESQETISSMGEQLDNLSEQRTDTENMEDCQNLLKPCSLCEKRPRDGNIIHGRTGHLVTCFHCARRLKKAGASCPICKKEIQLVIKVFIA
Target sequence (Q00987 whole entry, looked up): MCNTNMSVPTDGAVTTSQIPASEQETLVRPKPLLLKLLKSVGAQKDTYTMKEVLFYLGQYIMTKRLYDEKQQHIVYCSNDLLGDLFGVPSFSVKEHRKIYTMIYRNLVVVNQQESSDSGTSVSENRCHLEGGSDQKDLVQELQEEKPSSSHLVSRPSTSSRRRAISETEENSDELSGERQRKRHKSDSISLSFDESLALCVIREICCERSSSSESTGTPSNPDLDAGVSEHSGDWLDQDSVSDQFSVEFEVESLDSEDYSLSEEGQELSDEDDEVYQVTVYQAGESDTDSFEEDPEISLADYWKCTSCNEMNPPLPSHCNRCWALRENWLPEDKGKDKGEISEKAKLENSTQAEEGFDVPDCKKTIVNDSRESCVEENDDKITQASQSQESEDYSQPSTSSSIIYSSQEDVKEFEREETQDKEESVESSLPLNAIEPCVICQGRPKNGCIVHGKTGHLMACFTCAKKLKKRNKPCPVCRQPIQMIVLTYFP
CXCR6 inh – CXCR6 (human) receptor inhibition | O00574 | CHO-K1 PathHunter CXCR6 beta-arrestin, luminescence | inhibition, % at 20 µM | 0.36% of 360,000 active; in the data active means inhibition above about 34%, passing the limit was not always enough;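 further: antagonist mode with CXCL16 agonist at 10 nM final; 0% = 10 nM CXCL16 with DMSO and 100% = unstimulated wells without agonist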
TIM10 inh – growth inhibitors of TIM10 yeast strain. 1.4% of 330,000 active. inhibition, % at 10 µM. S. cerevisiae TIM10 strain growth, BacTiter-Glo luminescence, 24 h;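 active means inhibition of 40% or more at the single tested concentration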;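 further: wild-type TIM10 isogenic control strain grown at permissive 25 °C; 0% = DMSO yeast wells and 100% = minimal medium wells without yeast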
tim10-1 inh – growth inhibitors of tim10-1 mutant yeast. inhibition, % at 20 µM. S. cerevisiae tim10-1 ts strain growth, BacTiter-Glo, 24 h. 2.2% of 330,000 active;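 active means inhibition of at least 40%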;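 further: mutant grown at 25 °C; 0% = DMSO wells with yeast and 100% = wells holding no yeast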
APJ agonist – APJ receptor agonism; P35414; 0.11% of 330,000 active; CHO-K1 APJ PathHunter beta-arrestin, luminescence; 0% DMSO wells, 100% apelin; AID 2520; activation, % at 20 µM;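 active means activation more than six SD over the plate average, tested at 20 µM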;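 further: 0% = DMSO alone and 100% = apelin-13 at 10 nM; some results filed as inactive read as strong as hits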
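Test system: CHO-K1 APJ beta-arrestin complementation cell line | Compound: Single test compound dose, 20 µM final, 1% DMSO | Incubation: Compound 90 min 25 °C, reagent 1 h | Measured by: beta-gal luminescence | Read-out basis: APJ–arrestin association signal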
tim23-1 inh – growth inhibitors of tim23-1 mutant yeast | 1.3% of 330,000 active | AID 463212 | inhibition, % at 20 µM | S. cerevisiae tim23-1 growth, BacTiter-Glo luminescence, 24 h;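 active means growth inhibition of the mutant yeast at or above 50%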;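 further: temperature-sensitive mutant grown at 25 °C; plate controls were DMSO-treated mutant yeast for no effect and medium wells lacking yeast for full effect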
Active calls of the source: *.

Values run as follows: APJ antag	UPR XBP1 act	UPR CHOP act	Mdm2 MdmX PPI	CXCR6 inh	TIM10 inh	tim10-1 inh	APJ agonist	tim23-1 inh
(1) CCN1CCN(C(=O)C(NS(=O)(=O)c2ccc3nc(C)sc3c2)C(C)C)CC1 (configuration not stated)
 : -6	-4	1.8	10	-2	7	-18	1	-13
(2) S=C(Nc1ccc2nccnc2c1)N1CCCC1
 : -58	5	5.3	-22	-1	21	9	3	23
(3) COc1cc(/C(C)=N/NC(=O)c2nnn(-c3nonc3N)c2-c2cccs2)ccc1O
 : 10	-5	1.5	69*	6	-17	-3	5	1
(4) CNC(=O)c1ccsc1NC(=O)c1coc2ccccc2c1=O
 : -11	-1	0.5	7	-8	9	19	0	9
(5) O=C(CCCN1C(=O)/C(=C/c2ccco2)SC1=S)Nc1cccc(C(=O)O)c1
 : -27	1	0.1	2	3	10	3	-1	11
(6) Cc1c(OCc2nn[nH]n2)ccc2c(-c3ccccc3)cc(=O)oc12
 : -8	-5	2.0	3	13	1	12	-5	1
(7) COc1cc(/C=N/n2c(C)nnc2C)cc(OC)c1OC
 : 7	-2	-2.8	0	-6	-1	-10	0	-7
(8) O=C(Nc1ccc(Br)cc1)c1cnc[nH]1
 : -8	5	5.7	-14	-1	-4	10	-1	13
(9) COCCNC(=O)CN(C(=O)CCC(=O)Nc1ccccn1)c1ccccc1F
 : -36	-1	-0.7	31	-6	-11	25	-1	8
(10) Cc1nc(CC(=O)N2CCN(S(=O)(=O)c3ccccc3C#N)CC2)cs1
 : -8	0	-1.8	4	0	7	14	-4	16
(11) COc1ccc2cc(C(=O)C3CCCN(C(=O)c4csnn4)C3)ccc2c1 (configuration not stated)
 : -3	-3	0.4	-23	-4	-34	21	-6	23
(12) O=C(Nc1cccc(S(=O)(=O)N2CCCCC2)c1)C1=NN(c2ccccc2)C(=O)CC1
 : -3	-4	1.8	16	-3	7	10	-3	12
(13) CCC1C(O)=C(c2ccccn2)C(=N)N1c1ccccc1 (configuration not stated)
 : -7	3	2.4	20	0	-4	14	0	-5
(14) CC(=O)Nc1ccc(C(=O)CN2CCN(c3ccccc3)CC2)cc1
 : 24	-1	1.6	-31	-2	13	-12	-2	8
(15) COc1cc(C(=S)N2CCC(Cc3ccccc3)CC2)ccc1OCC(N)=O
 : -4	-3	1.3	1	2	16	-1	-5	31
(16) O=C(NCc1ccc(F)cc1)c1cc2c(s1)CS(=O)(=O)C2
 : 0	-3	-0.6	11	4	9	20	-1	11
(17) O=[N+]([O-])c1cccc(NC(=S)NCCc2ccccc2)c1
 : -10	-3	-2.1	-11	-6	46*	47*	0	32
(18) Cn1c(CNc2ccc(O)cc2)nc2ccccc21
 : -16	-1	4.4	-2	-6	8	-7	3	0
(19) Cc1ccc(C)c(N(CC(=O)N/N=C/c2ccc(-c3ccc([N+](=O)[O-])cc3)o2)S(=O)(=O)c2ccccc2)c1
 : -11	-1	-1.5	23	2	16	8	3	16
(20) Cc1ccc(-c2csc(N3CCC(C(N)=O)(N4CCCCC4)CC3)n2)cc1
 : 8	-1	-0.1	9	1	8	4	-4	-1
(21) Cc1ccc(Oc2ncccc2NC(=O)CCCC(=O)O)c2c1CCC2
 : -10	0	0.7	-1	-15	-8	9	3	19
(22) CC1CCCCC1NC(=O)c1cc2c(s1)CS(=O)(=O)C2 (configuration not stated)
 : 7	-1	-1.4	3	-3	-6	-4	2	12
(23) COc1ccc(CN(CC(=O)NCC2CCCO2)C(=O)CNS(=O)(=O)c2ccccc2)cc1 (configuration not stated)
 : 4	-1	0.5	1	-3	-6	-12	1	6
(24) O=C1CCC/C=C\C[C@@H](CC(=O)N(CCO)Cc2ccccc2)C(=O)N2CCC[C@H]2CO1
 : -1	0	0.2	-7	-3	2	13	-1	21
(25) O=C(/C=C/c1ccc(Cl)cc1Cl)NCCSCc1ccccc1
 : 0	-2	-0.5	-10	-16	21	29	-2	9
(26) CCCc1nc2ccc(NC(=O)c3cccs3)cc2c(=O)n1Cc1ccccc1Cl
 : 2	0	-0.2	0	-2	20	14	2	16
(27) COc1cc2cc(C)c(SCC(=O)N3CCN(C(=O)c4ccco4)CC3)nc2cc1OC
 : 4	4	0.0	9	12	16	9	2	16
(28) CCOC(=O)CNC(=O)CSc1nc2cccnc2n1C
 : -9	-3	-1.3	-1	-4	-11	14	-4	6
(29) Cc1cnc(CNC(=O)CC2C(=O)NCCN2Cc2ccccc2F)cn1 (configuration not stated)
 : 15	-3	-0.1	9	-3	-5	-2	-1	9
(30) COc1cccc(CN2CCC(C(=O)Nc3ccc(-c4cccc(C)c4)cc3)CC2)c1O
 : 8	1	1.7	37	-10	1	0	0	-10
(31) O=C(COC(=O)c1ccc2c(c1)S(=O)(=O)N=C1CCCCCN12)NCc1cccs1
 : 2	0	-2.5	-9	-2	11	-18	-2	5
(32) COc1ccc(C)cc1NC(=S)NNC(=O)c1ccccc1Cl
 : 23	-2	1.6	5	9	29	44*	-9	23
(33) COc1ccc(/C=N/NC(=S)NCC2CCCO2)cc1 (configuration not stated)
 : 13	-2	-0.6	-15	8	44*	31	3	33
(34) CC1(C(=O)NNC(=O)c2ccc(=O)oc2)CC1Br (configuration not stated)
 : 21	3	-1.5	16	0	-2	-4	2	-5
(35) Cc1cc(NC(=O)c2ccccc2C)no1
 : 13	-4	3.7	-13	6	5	-4	7	11
(36) Nc1cnc(Nc2ccc(Br)cc2)nc1N
 : -7	1	6.3	3	-1	7	5	3	1
(37) O=C(Oc1cccc(-n2cnnn2)c1)c1ccco1
 : 1	-1	-2.2	-13	-4	6	11	1	11
(38) CN(C)CCOc1ccc(-c2c(-c3ccccc3)sc3ccccc23)cc1
 : -6	60*	4.5	100*	-19	34	-25	1	7
(39) Cc1ccc(C(=O)/C=C/Nc2ccccc2C(N)=O)cc1
 : 7	-4	-3.2	-129	-3	-7	-4	-1	5
(40) COc1ccc(NC(=O)Cn2ncn3c(cc4ccccc43)c2=O)c(OC)c1OC
 : -6	-2	1.3	9	-2	3	14	-2	10
(41) C=C1SC(Nc2c(C)cc(C)cc2C)=NC12CCCCC2
 : 5	4	15	42	-3	45*	33	0	65*
(42) O=C(CSc1nnc2n1CCCN2)c1ccc(Cl)cc1
 : -5	2	1.7	2	4	1	-9	0	-4
(43) COc1cccc(-c2nc(N3CCN(Cc4ccccc4)CC3)c3ccccc3n2)c1O
 : -9	3	0.5	29	6	21	20	-3	1
(44) CCCc1cc(=O)[nH]c(SCC(=O)N(C)CC(=O)Nc2ccccc2CC)n1
 : 3	-1	-1.3	22	-5	-7	-3	2	13
(45) COc1ccc(NC(=O)c2ccc(-n3cncn3)c([N+](=O)[O-])c2)cc1OC
 : -66	6	0.0	15	-18	-2	-16	5	-8
(46) O=C(Nc1ccc(N2CCOCC2)cc1)C1CC1
 : -11	1	1.3	-8	-7	5	6	-3	9
(47) Cc1ccc(SCc2cc(=O)[nH]c(N3CCOCC3)n2)cc1
 : -17	1	-0.5	-13	-1	2	20	12	18
(48) Cc1cc(C)c(C)c(S(=O)(=O)N2CCC(C(=O)N3CC(C)CC(C)C3)CC2)c1C (configuration not stated)
 : 2	-1	-0.2	26	9	12	26	-6	15
(49) COc1ccc(C)cc1NC(=O)CSc1nc(SC)ns1
 : -12	-5	-1.6	-5	2	-12	20	1	19
(50) Cc1ccc(-c2nc(NC(=O)c3nn(C)cc3[N+](=O)[O-])sc2C)cc1C
 : -5	13	65*	81*	6	-3	-7	1	-16
(51) CCCNC(=O)C1(CC2CC(c3ccccc3)=NO2)CCN(C(=O)c2cc(OCC)c(OCC)c(OCC)c2)CC1 (configuration not stated)
 : -1	0	-3.6	17	4	7	-13	-2	0
(52) COc1ccc(N=Cc2c(O)c3ccccc3oc2=O)cc1
 : 12	102*	128*	23	5	6	20	0	7
(53) CCC1CCCCN1C(=O)CSc1nnc(CNC(=O)c2cc(OC)c(OC)c(OC)c2)o1 (configuration not stated)
 : 10	-2	-0.8	-9	-9	2	30	0	15
(54) C=CCn1c(SCC(=O)N(CC)C2CCS(=O)(=O)C2)nc2sc3c(c2c1=O)CCC3 (configuration not stated)
 : -1	-3	-1.0	-27	12	7	2	-2	10
(55) O=C(NC(Cc1ccccc1)C(=O)O)OCC1c2ccccc2-c2ccccc21 (configuration not stated)
 : 2	-2	-0.7	5	-1	9	19	3	19
(56) Cc1cccc(-c2nc(CS(=O)CC(=O)NC(C)CCc3ccccc3)c(C)o2)c1 (configuration not stated)
 : 2	-6	-0.4	15	9	14	32	-7	9
(57) Cc1ccc(S(=O)(=O)/N=C/c2cc(Br)ccc2O)cc1
 : 2	-1	-0.8	7	-1	13	10	-3	36
(58) O=[N+]([O-])c1ccc2c(c1)oc1ccccc12
 : -6	0	-0.5	0	-6	-9	-5	1	-5
(59) C/C=C(\C)C(=O)N[C@@H](C)CN1C2=NC[C@H](C(C)C)N2C[C@H]1Cc1ccc(OC)cc1
 : -32	0	-0.3	-5	5	-10	-14	-6	-10
(60) CC(C)(Oc1ccc(Cl)cc1)C(=O)OCC(=O)Nc1ncc(Cl)cc1Cl
 : -4	-2	-1.8	-30	1	25	35	-1	29
(61) COCC(=O)N1CCC(Oc2cccc(C(=O)NCc3ccccn3)c2)CC1
 : 43*	0	0.1	-1	-4	-8	8	-3	-2
(62) COc1ccc(N(C)S(=O)(=O)c2cccc(C(=O)OCC(=O)c3c(N)n(C)c(=O)n(C)c3=O)c2)cc1
 : -5	1	-0.5	18	-12	6	9	11	18

Only part of the results is shown; rates above refer to the full screens.
